Bioassay records deposited in PubChem BioAssay by National Center for Advancing Translational Sciences (NCATS).
3T3 cytotox: kills NIH 3T3 cells. 94,000 compounds, 4.3% hits. Potency, µM (top dose mostly 96.7 µM), for the others: at the highest dose activity change, negative = cytotoxicity, hits mostly inhibitors. NIH 3T3 viability, CellTiter-Glo ATP luminescence, 48-72 h; further: potency means the concentration at half of the fitted maximal effect; nearly all actives have a fitted effect of over 55% in size
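Cells were seeded at 400 per well, treated with pin-transferred compound, and kept 48 or 72 hr at 37 °C before CellTiter-Glo addition and luminescence imaging of cellular ATP.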
SNCA expr inhib: reduces expression of the alpha-synuclein gene. AID 1671194. 140,000 compounds, 0.17% hits. Potency, µM (doses to about 57.2 µM), inactives show top-dose activity change, negative = inhibition, actives largely listed as inhibitors. HEK-293 SNCA-luciferase knock-in, luminescence, 24 h;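 further: potency means the concentration at half of the fitted maximal effect; plate controls were DMSO cells for no effect and cell-free wells for full effect; nearly all actives have a fitted effect of over 45% in size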
GPT2 inhibitor: GPT2 alanine aminotransferase inhibition; Q8TD30; Recombinant GPT2, coupled pyruvate oxidase/HRP Amplex Red fluorescence; Potency, µM (highest dose often 57.7 µM), without a hit: at the highest dose activity change, negative = inhibition, hits mostly inhibitors; 100,000 compounds, 0.25% hits; AID 1671188; further: potency means the concentration at half of the fitted maximal effect; nearly all actives have a fitted effect of over 60% in size; many of its hits are not listed in these tables
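Recombinant GPT2 (10ng/uL) with 250uM a-KG and 2mM L-alanine, 30 min at room temperature, in HEPES pH 7.5 buffer. Pyruvate detected by pyruvate oxidase/HRP/Amplex Red fluorescence after 30 min in the dark; AOA (50uM) as positive control.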
HEK cytotox: HEK 293 cell cytotoxicity; HEK 293 viability, ATP luminescence (CellTiter-Glo), 48-72 h; Potency, µM (highest dose often 115 µM), for the others: at the highest dose activity change, negative = cytotoxicity, actives largely listed as inhibitors; 94,000 compounds, 6.6% hits; AID 1345083; further: potency means the concentration at half of the fitted maximal effect; nearly all actives have a fitted effect of over 60% in size
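CellTiter-Glo luminescence (cellular ATP) was read after 48 or 72 hr of compound exposure at 37 degree Celsius. Cells were HEK 293 plated at 250 cells/well.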
IP6K1 inhibitor: IP6K1 kinase inhibition; Q92551; IP6K1 kinase, ADP-Glo luminescence, 2 h; active compounds read low; activity change, % (series mostly up to about 58 µM); 140,000 compounds, 0.81% hits; in the data active means activity change below about -25%
Target sequence (Q92551 whole entry, looked up): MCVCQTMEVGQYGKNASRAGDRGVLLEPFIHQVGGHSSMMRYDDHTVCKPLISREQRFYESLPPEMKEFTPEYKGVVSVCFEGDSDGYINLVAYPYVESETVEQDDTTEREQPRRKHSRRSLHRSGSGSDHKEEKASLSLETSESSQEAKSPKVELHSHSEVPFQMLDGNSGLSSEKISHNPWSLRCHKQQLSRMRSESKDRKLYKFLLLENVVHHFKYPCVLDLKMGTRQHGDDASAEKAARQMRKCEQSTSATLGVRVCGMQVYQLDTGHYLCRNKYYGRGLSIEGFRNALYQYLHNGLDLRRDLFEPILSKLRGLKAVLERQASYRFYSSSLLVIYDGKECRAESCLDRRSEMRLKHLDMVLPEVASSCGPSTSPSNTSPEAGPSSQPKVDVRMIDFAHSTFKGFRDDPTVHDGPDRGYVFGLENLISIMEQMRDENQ
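ADP-Glo luminescence measures ADP made by human IP6K1 during a 2 h RT reaction with ATP/IP6 (mix at 1.3 mM/130 uM); top library doses 57.5 and 19.1 uM final.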
FLuc inh: blocks purified firefly luciferase enzyme activity; P08659; purified P. pyralis luciferase, luminescence, biochemical; Potency, µM (titrated, usually from 115 µM), for the others: at the top dose activity change, negative = inhibition, hits mostly inhibitors; 76,000 compounds, 2.5% hits; AID 1347043; further: potency means the concentration at half of the fitted maximal effect; nearly all actives have a fitted effect of over 65% in size
Target sequence (P08659 whole entry, looked up): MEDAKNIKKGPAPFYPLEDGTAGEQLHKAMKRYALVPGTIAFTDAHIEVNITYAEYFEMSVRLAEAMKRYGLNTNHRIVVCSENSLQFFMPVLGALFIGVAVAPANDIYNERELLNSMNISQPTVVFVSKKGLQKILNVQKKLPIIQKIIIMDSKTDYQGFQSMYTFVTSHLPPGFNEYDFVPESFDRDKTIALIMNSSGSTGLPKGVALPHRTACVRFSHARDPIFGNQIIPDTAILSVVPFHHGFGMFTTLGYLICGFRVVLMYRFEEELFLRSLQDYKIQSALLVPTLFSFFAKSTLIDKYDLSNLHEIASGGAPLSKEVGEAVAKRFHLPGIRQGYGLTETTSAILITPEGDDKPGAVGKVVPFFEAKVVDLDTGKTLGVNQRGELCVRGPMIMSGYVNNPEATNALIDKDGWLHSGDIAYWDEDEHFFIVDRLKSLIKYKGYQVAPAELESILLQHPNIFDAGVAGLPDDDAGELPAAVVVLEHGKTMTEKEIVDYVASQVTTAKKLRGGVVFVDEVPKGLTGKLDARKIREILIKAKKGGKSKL
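Luminescence read by CCD imager after adding enzyme (10nM final) to wells holding compound, titrated in qHTS. Substrates 10uM each D-luciferin and ATP; buffer 50mM Tris acetate pH 7.5, 10mM Mg acetate, Tween-20, BSA.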
HEK293 viab: reduces viability of HEK-293 SNCA reporter cells; HEK-293-SNCA-luc viability, GF-AFC fluorescence, 24 h; Potency, µM (top dose mostly 57.1 µM), for the others: at the top dose activity change, negative = cytotoxicity, actives largely listed as cytotoxic; 150,000 compounds, 0.12% hits; AID 1671193;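 further: potency means the concentration at half of the fitted maximal effect; 0% = DMSO-treated cells and -100% = medium-only wells without cells; nearly all actives have a fitted effect of over 30% in size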
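Cytotoxicity counterscreen: after 24 h compound treatment of genome-edited SNCA-luciferase HEK-293 cells, live-cell protease substrate GF-AFC read by fluorescence after 30 min; activity scaled between DMSO (0%) and medium-only (-100%), curves Hill-fitted.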
Numbers without * were called inactive; i = inactive; ? = inconclusive; / = not tested or not shown; [ ] = another dose, or the depositor's remark. Unless noted, the call rests on the fitted dose curve; in most records, active means well fitted curve in the direction sought with a large enough effect; inconclusive means small, poorly fitted or top-dose-only effect, or another doubt; inactive means no such curve, though single readings can be large; an effect the other way counts as inactive or inconclusive. Unless noted, on the % scale 0 is the no-effect control and ±100 the full control effect. Only part of the results is shown, so the mix of outcomes need not match the whole.

A first look (four entries):
Screens in order: 3T3 cytotox, SNCA expr inhib, GPT2 inhibitor, HEK cytotox, IP6K1 inhibitor, FLuc inh, HEK293 viab
> O=C(c1ccncc1)N1C[C@@H]2C[C@H](C1)c1ccc(-c3cccc(C(F)(F)F)c3)c(=O)n1C2
  4%, 1%, -2%, 3%, 11, 3%, -10%
> COCCO[C@H]1COCCN(C2CCOCC2)C1
  3%[230 µM], -10%[87.6 µM], i, 2%[230 µM], 4, 3%[230 µM], -6%[87.6 µM]
> CC(C)N1CC2CCC(C1)N2Cc1cccs1
  i, 35%[activator][87.6 µM], ?, -4%[172 µM], 11, /, 6%[87.6 µM]
> O=C1CO[C@H]2CN(Cc3cccnc3)C[C@H]2N1
  -6%[174 µM], 8%[87.6 µM], i, i, -8, 8%[230 µM], 7%[87.6 µM]

All compounds of this part, from the first entry:
Screens in order: 3T3 cytotox, SNCA expr inhib, GPT2 inhibitor, HEK cytotox, IP6K1 inhibitor, FLuc inh, HEK293 viab
> O=C(c1ccncc1)N1C[C@@H]2C[C@H](C1)c1ccc(-c3cccc(C(F)(F)F)c3)c(=O)n1C2
  4%, 1%, -2%, 3%, 11, 3%, -10%
> COCCO[C@H]1COCCN(C2CCOCC2)C1
  3%[230 µM], -10%[87.6 µM], i, 2%[230 µM], 4, 3%[230 µM], -6%[87.6 µM]
> CC(C)N1CC2CCC(C1)N2Cc1cccs1
  i, 35%[activator][87.6 µM], ?, -4%[172 µM], 11, /, 6%[87.6 µM]
> O=C1CO[C@H]2CN(Cc3cccnc3)C[C@H]2N1
  -6%[174 µM], 8%[87.6 µM], i, i, -8, 8%[230 µM], 7%[87.6 µM]
> O=c1c2ccccc2nc(/C=C\c2ccccc2F)n1-c1ccc(O)cc1
  /, 3%, /, /, -16, /, 1%
> CC(=O)C1CCC2C3CCC4C[C@@H](O)CCC4(C)C3CCC12C (stereo partly specified)
  /, /, i, /, 0, /, 1%
> NC(Cc1ccc(N(CCCl)CCCl)cc1)C(=O)O (stereo unspecified)
  /, -16%, ?, /, /, /, -5%
> O=C(NC[C@H]1C[C@@H]2CCN1C[C@@H]2CN1CCOCC1)Nc1ccsc1
  -12%[174 µM], -29%[87.6 µM], 1%[88.5 µM], -2%[172 µM], -3, -6%[172 µM], 1%[87.6 µM]
> Cc1ncc2c(n1)C[C@@H]1CC[C@H]2N1C(=O)CC1CCCC1
  -10%, 24%, i, ?, 10, -12%, 2%
> CCN(CC)CCOC(=O)C(O)(c1ccccc1)c1ccccc1
  /, -17%[25.6 µM], ?, /, 31, /, 17%[23.9 µM]
> CN1Cc2ccccc2-n2ccnc2C12CCN(C(=O)c1cccc(Cl)c1)CC2
  -10%, 8%, 2%, ?, 6, -2%, 6%
> CCOP(=O)(NC(C)C)Oc1ccc(SC)c(C)c1 (stereo unspecified)
  /, -28%, i, /, 15, /, -14%
> C=C[C@H]1CN2CC[C@H]1C[C@@H]2CNCc1cccc(C#N)c1
  -1%[230 µM], -14%[87.6 µM], -4%[88.5 µM], 3%[230 µM], -10, -4%[230 µM], -11%[87.6 µM]
> O=C(c1cocn1)N1C[C@H](c2cccc(F)c2F)[C@@H]2[C@H]1C1CCN2CC1
  3%, -27%, 0%, i, 6, -1%, -1%
> CCOc1ccc(CN(CCc2ccc3c(c2)OCO3)Cc2ccc(C)cc2)cc1
  /, 0%, /, /, -2, /, 11%
> CCOC(=O)[C@H]1CN(C(=O)Nc2ccccc2)[C@]2(C)C(=O)N(CC3CC3)c3ccccc3[C@H]12
  ?, 17%[25.6 µM], i, ?, 14, /, -4%[23.9 µM]
> Cn1cc(CN[C@@H]2C[C@H](CO)[C@@H](O)[C@H]2O)c2ccccc21
  -26%[138 µM], 5%[87.6 µM], -36%[88.5 µM], -25%[172 µM], -1, -16%[172 µM], 2%[87.6 µM]
> COCCC(=O)N1CCC2(CC1)C(=O)Nc1cc(OCc3ccccc3)c(OC)cc12
  ?, 25%[87.6 µM], 1%[88.5 µM], ?, -22, -1%[172 µM], -1%[87.6 µM]
> CCN(CC)C[C@H]1CN2CC[C@H]1C[C@@H]2CNC(=O)Nc1ccccc1
  -14%[138 µM], -4%[87.6 µM], 3%[88.5 µM], -19%[172 µM], 8, ?, -2%[87.6 µM]
> COc1cc2c(cc1Oc1cccc(N(C)C)c1)NC(=O)C21CCN(Cc2nccn2C)CC1
  -18%, 34%[activator], 0%, ?, -7, -11%, 13%
> CS(=O)(=O)c1ccc(C(=O)C2C(=O)CCCC2=O)c([N+](=O)[O-])c1
  /, -12%, i, /, 20, /, -22%
> C[C@]12CC[C@H](O[C@@H]3O[C@H](CO)[C@@H](O)[C@H](O)[C@H]3O)CC1=CC[C@@H]1C2CC[C@]2(C)[C@@H](C3=CC(=O)OC3)CC[C@]12O (stereo partly specified)
  /, /, 4%[17.1 µM], /, 9, /, -21%[23.9 µM]
> CSc1ccc(C(c2c(O)c3ccccc3oc2=O)c2c(C)n(C)n(-c3ccccc3)c2=O)cc1 (stereo unspecified)
  /, 14%, /, /, -11, /, -9%
> O=c1ccc(-c2cccs2)c2n1C[C@H]1C[C@@H]2CN(S(=O)(=O)c2cccs2)C1
  -26%[174 µM], 32%[activator][87.6 µM], ?, -13%[172 µM], 3, -3%[172 µM], 5%[87.6 µM]
> CS(=O)(=O)N1C[C@H]2CCNC[C@H]21
  -9%, -6%, -6%, 4%, -7, 9%, -10%
> C[C@@H]1[C@H](O)[C@@H](C)/C=C/C=C/CC/C=C/C=C/C=C/C=C/[C@H](O[C@H]2O[C@@H](C)[C@H](O)[C@@H](N)[C@H]2O)C[C@@H]2O[C@](O)(C[C@@H](O)[C@H](O)CC[C@@H](O)C[C@@H](O)C[C@@H](O)CC(=O)O[C@H]1C)C[C@H](O)[C@H]2C(=O)O
  /, /, ?, /, -2, /, -17%[23.9 µM]
> CN(C)NC(=O)CCC(=O)O
  /, 25%, i, /, /, /, -8%
> CC1CCCC(=O)CCC/C=C/c2cc(O)cc(O)c2C(=O)O1 (stereo unspecified)
  /, /, 4%[27.3 µM], /, 0, /, -4%
> O=S1(=O)NCC2(CCN(Cc3ccc(Cl)s3)C2)Oc2ncccc21 (stereo unspecified)
  i, ?, i, i, 8, /, -4%
> COC(=O)N1CCC2(C1)N=C(c1cccnc1)C(=O)N2 (stereo unspecified)
  5%[138 µM], 10%[87.6 µM], i, i, -12, 4%[172 µM], 4%[87.6 µM]
> COc1cccc(CC(=O)N2[C@H]3CC[C@@H]2c2cnc(-c4ccc(F)cc4)nc2C3)c1
  ?, ?, -34%, 32µM*, 16, 8%, -21%
> c1ccc(C2=NOC3(CCCN(Cc4cccnc4)C3)C2)nc1 (stereo unspecified)
  -15%, 7%, 3%, i, -8, /, -3%
> O=C1CO[C@H]2CN(Cc3ccncc3)C[C@H]2N1Cc1ccccc1
  -23%[174 µM], 11%[87.6 µM], 3%[88.5 µM], -17%[172 µM], 18, 2%[172 µM], 6%[87.6 µM]
> CN1CCOC[C@H]2CCN(C(=O)c3ccncc3)C[C@H]21
  -9%, 2%, i, -4%, -1, 4%, ?
> CN1C(=O)N(c2ccc(C#N)c(C(F)(F)F)c2)C(=O)[C@@]1(CO)c1ccccc1
  /, /, -3%, /, 8, /, -4%
> NCC(O)c1cc(O)c(O)cc1F (stereo unspecified)
  /, 12%, 10µM*, /, /, /, 7%
> COc1ccc(-c2cc([C@H]3CN4CC[C@H]3C[C@@H]4COC(=O)NC(C)C)n(C)n2)cc1
  -23%[174 µM], 0%[87.6 µM], i, -28%[172 µM], -11, -7%[172 µM], 0%[87.6 µM]
> CCOc1ccc(CN(CCc2ccc3c(c2)OCO3)Cc2cccc(C)c2)cc1
  /, 22%, /, /, -11, /, ?
> CSCC(=O)N1C[C@@H]2C[C@H](C1)c1c(-c3ccc(SC)cc3)ccc(=O)n1C2
  i, -16%[87.6 µM], i, 2%[172 µM], 3, -4%[172 µM], -1%[87.6 µM]
> O=C(c1ccccc1)N1C[C@@H]2C[C@H](C1)c1c(-c3cncnc3)ccc(=O)n1C2
  3%[174 µM], -19%[87.6 µM], i, 2%[172 µM], -5, 16%[172 µM], 0%[87.6 µM]
> C#CCN(C)C[C@H]1CN2CC[C@H]1C[C@@H]2CNC(=O)Nc1ccc(C(C)=O)cc1
  -17%[174 µM], 58%[activator][87.6 µM], -1%[88.5 µM], -9%[172 µM], -7, -12%[172 µM], -3%[87.6 µM]
> Cc1ccsc1C(=O)N1CCC2(CC1)c1nccn1-c1ccccc1CN2C
  ?, 3%, 1%, -20%, 4, 10%, -4%
> COc1cccc(CN2CC[C@@H]3CN(S(C)(=O)=O)[C@@H]3C2)n1
  -1%, ?, 1%, 2%, 29, 4%, 0%[12.5 µM]
> CCN1CCCCC12Cc1ccccc1CN(C(=O)Cc1ccccc1)C2 (stereo unspecified)
  3%, -4%, i, -12%, -16, /, -11%
> CN1CCC(O)(c2ccc(F)cc2)C(C(=O)c2ccc(F)cc2)C1 (stereo unspecified)
  /, -20%[25.6 µM], -3%, /, -1, /, 11%[23.9 µM]
> Cc1nc(-c2ccc(C(F)(F)F)cc2)cc([C@H]2CN3CC[C@H]2C[C@@H]3CNC(=O)C(C)(C)C)n1
  20µM*, ?, i, 40µM*, 7, 0%, -11%
> CC1CN2CC(O)CC2CN1 (stereo unspecified)
  i, 5%[87.6 µM], i, i, -16, /, -5%[87.6 µM]
> COc1cc2c(cc1OCc1ccccc1)N(C(=O)c1ccccc1OC)CC21CCN(C)CC1
  28µM*, -16%, i, 79µM*, -4, -10%, -8%
> Cc1nc(-c2ccco2)cc([C@H]2CN3CC[C@H]2C[C@@H]3CNC(=O)c2ccccc2)n1
  -27%[174 µM], 37%[activator][87.6 µM], -1%[88.5 µM], ?, 16, -5%[172 µM], -19%[87.6 µM]
> O=C1CC2CCN(Cc3cncs3)CC2CCN1 (stereo unspecified)
  i, 2%[87.6 µM], -1%[88.5 µM], i, -4, /, 2%[87.6 µM]

Other structures:
Screens in order: 3T3 cytotox, SNCA expr inhib, GPT2 inhibitor, HEK cytotox, IP6K1 inhibitor, FLuc inh, HEK293 viab
> COc1cc2c(cc1OCc1ccccc1)N(C(=O)c1ccn(C)n1)CC21CCN(C)CC1
  ?, -3%, -15%, -21%, -3, -15%, -6%
> COc1ccc(-c2cc([C@H]3CN4CC[C@H]3C[C@@H]4CNC(=O)c3ccc(C)cc3)n(C)n2)cc1
  ?, -13%, -14%, ?, -12, -12%, -1%
> CCCCOC(=O)N1C[C@H](C(=O)OCC)[C@H]2c3ccccc3N(CC3CC3)C(=O)[C@]21C
  ?, 16%[25.6 µM], -10%[27.3 µM], ?, 4, /, 8%[23.9 µM]
> CCCCOC(=O)c1ccnc2cc(C(OCCN3CCCCC3)c3ccccc3Cl)sc12 (stereo unspecified)
  /, /, i, /, -24, /, -24%
